STK33 inh: inhibitors of human STK33 kinase; Q9BYT3; ADP-Glo luminescence, MBP substrate; inhibition, % at 12.5 µM; 27,000 compounds, 0.44% hits; in the data active means inhibition above about 20%; inconclusive means no clear call, values can overlap the other calls
Target sequence (Q9BYT3 whole entry, looked up): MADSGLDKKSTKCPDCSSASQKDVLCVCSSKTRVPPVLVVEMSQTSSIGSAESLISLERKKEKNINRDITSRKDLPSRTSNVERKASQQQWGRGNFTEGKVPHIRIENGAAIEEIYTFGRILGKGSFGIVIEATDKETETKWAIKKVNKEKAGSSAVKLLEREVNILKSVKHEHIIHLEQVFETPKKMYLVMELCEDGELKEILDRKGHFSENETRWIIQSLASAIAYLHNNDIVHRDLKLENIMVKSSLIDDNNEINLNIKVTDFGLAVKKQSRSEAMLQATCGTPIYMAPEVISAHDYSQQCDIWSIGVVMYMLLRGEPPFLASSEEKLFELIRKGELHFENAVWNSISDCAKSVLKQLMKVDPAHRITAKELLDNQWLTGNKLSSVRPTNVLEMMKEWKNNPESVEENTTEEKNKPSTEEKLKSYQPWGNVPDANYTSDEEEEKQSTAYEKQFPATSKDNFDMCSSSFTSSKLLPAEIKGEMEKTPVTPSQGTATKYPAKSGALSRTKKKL
p53 PUMA act: re-activators of the mutant p53 pathway; SW480 PUMA-promoter luciferase, p53 mutant reactivation; activation, % at 9.98 µM; 28,000 compounds, 1.5% hits; in the data active means activation above about 52%; inconclusive means no clear call, values can overlap the other calls
* = called active by the depositor; ? = inconclusive; nt = no result given. A portion of the library; count on the stated rates, not on these rows.

SMILES	STK33 inh	p53 PUMA act
N#Cc1ccccc1NC(=O)CCSc1nc(-c2ccccc2)c2cc(Cl)ccc2n1	-0.9	-42.8
CCn1c(=NC(=O)c2ccc(S(=O)(=O)N3CCCC3)cc2)sc2c3ccccc3ccc21	3.3	nt
Cc1cc(=O)[nH]c(SCC(=O)Nc2cccc3ccccc23)n1	-2.0	-5.3
C[C@@H]1CN([C@H](C)CO)C(=O)CCCn2cc(nn2)CO[C@H]1CN(C)C(=O)Nc1ccc(C(C)(C)C)cc1	1.0	7.9
Cn1nc(CC(=O)Nc2cccc(O)c2)c2ccccc2c1=O	-2.3	-2.5
C[C@H](CO)N1C[C@H](C)[C@H](CN(C)S(=O)(=O)c2ccc3ccccc3c2)OCc2cnnn2CCCC1=O	-0.4	4.9
COc1ccccc1CN1C(=O)c2ccccc2[C@@H](C(=O)NCc2ccccc2)[C@@H]1c1ccc(CO)cc1	-1.4	nt
C[C@H](CO)N1C[C@H](C)[C@H](CN(C)S(=O)(=O)c2ccc(F)cc2)OCc2cn(nn2)CCCC1=O	-2.4	nt
CC(C)NC(=O)N(C)C[C@@H]1Oc2ccc(NC(=O)CCC(F)(F)F)cc2CC(=O)N([C@@H](C)CO)C[C@H]1C	nt	8.8
CS(=O)(=O)N(CC(=O)Nc1ccc(F)cc1)c1ccc(Cl)c(Cl)c1	-1.6	-0.6
O=C(CN(C1CCCCC1)S(=O)(=O)c1ccc(Cl)cc1)Nc1ccccc1C(F)(F)F	-0.1	3.3
COc1ccc(S(=O)(=O)N(C)C[C@H]2Oc3ncc(-c4ccncc4)cc3C(=O)N([C@H](C)CO)C[C@H]2C)cc1	nt	16.6
C/C=C/c1ccc2c(c1)O[C@@H](CN(C)C(=O)c1cccnc1)[C@@H](C)CN([C@@H](C)CO)S2(=O)=O	nt	-5.8
C[C@@H]1CCCCO[C@H](CN(C)C)[C@H](C)CN([C@@H](C)CO)C(=O)c2cc(NS(=O)(=O)c3cn(C)cn3)ccc2O1	nt	-5.7
CCN(CC)CCN1C(=O)c2ccccc2NC1c1ccc(Br)cc1 (configuration not stated)	nt	-16.9
COC(=O)c1ccc(NC(=O)CSc2ncn(-c3ccccc3)n2)cc1	-2.1	11.1
O=C1c2ccccc2C(=O)N1OS(=O)(=O)c1cccc2cccnc12	1.4	-7.3
CC(C)NC(=O)N(C)C[C@@H]1Oc2ccc(NC(=O)Nc3ccccc3)cc2C(=O)N([C@@H](C)CO)C[C@H]1C	nt	10.4
COc1ccc(S(=O)(=O)Nc2ccc3c(c2)C(=O)N([C@H](C)CO)C[C@H](C)[C@H](CN(C)Cc2ccc(Cl)c(Cl)c2)O3)cc1	3.3	nt
CCCC#Cc1ccc2c(c1)O[C@@H](CN(C)C(=O)Nc1ccc(OC)cc1)[C@@H](C)CN([C@@H](C)CO)S2(=O)=O	nt	-15.0
O=C(O)C1CC=C(Cl)CC1C(=O)Nc1ccc(Br)cc1 (configuration not stated)	0.6	-0.6
O=C(NC(=S)Nc1ccccc1-c1nc2ccccc2s1)c1ccco1	9.6	?
COc1ccc(S(=O)(=O)Nc2ccc3c(c2)C(=O)N([C@H](C)CO)C[C@H](C)[C@H](CN(C)C(=O)c2ccncc2)OCCCC[C@@H](C)O3)cc1	-2.4	nt
COc1ccc(C(=O)CSc2ncnc3sc4c(c23)CCCC4)cc1	-0.9	1.8
CN(C)C(=O)[C@@]1(CCS(=O)(=O)c2ccccc2)N=C(c2ccc(OCCCO)cc2)O[C@H]1c1ccccc1	-0.3	nt
SMILES	STK33 inh	p53 PUMA act
C/C=C/c1ccc2c(c1)O[C@@H](CN(C)C(=O)c1cccnc1)[C@H](C)CN([C@@H](C)CO)S2(=O)=O	nt	1.1
Cc1noc(C)c1NC(=O)Nc1ccc2c(c1)C(=O)N([C@H](C)CO)C[C@H](C)[C@H](CN(C)CC1CCCCC1)OCCCC[C@@H](C)O2	-3.0	nt
COc1ccc(S(=O)(=O)NCc2cccnc2)c(C)c1C	2.7	-0.6
C[C@@H]1CCCCO[C@H](CN(C)C(=O)Nc2ccc(C(F)(F)F)cc2)[C@H](C)CN([C@H](C)CO)C(=O)c2cc(NS(C)(=O)=O)ccc2O1	nt	-11.2
CCCC#Cc1cnc2c(c1)C(=O)N([C@H](C)CO)C[C@H](C)[C@H](CN(C)C(=O)Nc1cc(F)ccc1F)O2	nt	-0.8
COC(=O)[C@@H]1OC(=O)C2OC23[C@@]1(C)CCC1[C@]2(C)C(C[C@@H](O)[C@]13C)C(C)(C)[C@H](OC(C)=O)C[C@@H]2OC(C)=O (some centres not stated)	3.1	nt
COc1ccc(CN(C)C[C@@H]2Oc3ccc(NC(=O)NC4CCCCC4)cc3C(=O)N([C@H](C)CO)C[C@H]2C)cc1	nt	14.4
Cc1noc(C)c1NC(=O)N(C)C[C@@H]1OCc2cnnn2CCCC(=O)N([C@@H](C)CO)C[C@@H]1C	-6.7	nt
COc1ccccc1NC(=O)C1=C(C)Nc2ncnn2C1c1ccncc1 (configuration not stated)	-0.4	-5.7
C[C@H]1CN([C@@H](C)CO)C(=O)c2cccc(NC(=O)C3CCOCC3)c2O[C@@H]1CN(C)C(=O)Nc1cccc2ccccc12	nt	2.3
CC1(C)CC(N(Cc2cccs2)C(=O)c2ccco2)CCO1 (configuration not stated)	nt	5.1
Cc1sc2ncnc(SCC(=O)NCC3CCCO3)c2c1-c1ccc(Cl)cc1 (configuration not stated)	-2.0	10.8
COc1ccc(NC(=O)CSc2nc3c(cc2C#N)CCCCC3)cc1	4.2	-3.9
CNC[C@H]1Oc2ccc(NC(=O)Nc3ccccc3)cc2CC(=O)N([C@H](C)CO)C[C@@H]1C	nt	4.3
COc1cccc(Nc2nc(C3(C)CC4(CC(C)OC4=O)C(=O)O3)cs2)c1 (configuration not stated)	6.3	-1.4
COC(=O)c1ccccc1NC(=O)CN(C)S(=O)(=O)c1ccc(F)cc1	?	15.6
C[C@H]1CN([C@@H](C)CO)C(=O)c2cc(NC(=O)c3ccncc3)ccc2O[C@@H]1CN(C)S(=O)(=O)c1ccc(F)cc1	-0.6	nt
COc1cccc(-c2cnc3c(c2)C(=O)N([C@H](C)CO)C[C@H](C)[C@H](CN(C)S(=O)(=O)c2ccc(C)cc2)O3)c1	1.6	nt
Cc1ccc(OCC(=O)Nc2ncc(C(F)(F)F)cc2Cl)c(Br)c1	-0.2	14.2
c1cnc2c(OCc3nc4ccccc4[nH]3)cccc2c1	0.7	33.4
C[C@@H]1CN([C@H](C)CO)C(=O)c2cc(C#CCN(C)C)cnc2O[C@@H]1CN(C)C(=O)c1cnccn1	nt	9.7
COc1cccc(NC(=O)CSc2nnc(-c3ccco3)n2-c2ccccc2)c1	0.3	-2.5
C[C@@H]1CN([C@@H](C)CO)C(=O)c2cc(C#CCN(C)C)cnc2O[C@@H]1CN(C)C(=O)Nc1ccccc1F	nt	1.7
Cc1noc(C)c1S(=O)(=O)Nc1ccc2c(c1)C(=O)N([C@H](C)CO)C[C@@H](C)[C@H](CN(C)C(=O)NC(C)C)OCCCC[C@@H](C)O2	nt	-6.4
O=C(O)c1ccc2c(c1)OCO2	-1.2	nt

Whole records, looked up by structure. Order of screens: STK33 inh, p53 PUMA act
C[C@H]1CN([C@@H](C)CO)C(=O)c2cc(NC(=O)c3ccncc3)ccc2O[C@@H]1CN(C)S(=O)(=O)c1ccc(F)cc1 is listed as -0.6, nt
COc1ccc(CN(C)C[C@@H]2Oc3ccc(NC(=O)NC4CCCCC4)cc3C(=O)N([C@H](C)CO)C[C@H]2C)cc1 is listed as nt, 14.4

Later entries.
SMILES	STK33 inh	p53 PUMA act
COc1ccc(S(=O)(=O)Nc2ccc3c(c2)C(=O)N([C@H](C)CO)C[C@H](C)[C@H](CN(C)CC2CCCCC2)O3)cc1	0.7	nt
O=c1c(C=Nc2ccccc2)c(O)c2c(n1-c1ccccc1)CCCC2	nt	-13.4
COCCOC(=O)N1C(=O)[C@@]2(c3ccccc31)[C@H](c1ccc(O)cc1)N1[C@H](c3ccccc3)[C@H](c3ccccc3)OC(=O)[C@H]1[C@@H]2C(=O)N1CCN(c2ncccn2)CC1	0.2	nt
C[C@H](CO)N1C[C@H](C)[C@@H](CN(C)C(=O)Nc2ccccc2)Oc2c(NC(=O)Nc3ccccc3)cccc2C1=O	1.3	nt
C[C@H](CO)N1C[C@H](C)[C@H](CN(C)C(=O)Nc2ccc(C(F)(F)F)cc2)Oc2ccc(NC(=O)C3CCCCC3)cc2CC1=O	-2.9	nt
C[C@H]1CN([C@@H](C)CO)C(=O)Cc2cc(NS(=O)(=O)c3ccccc3)ccc2O[C@@H]1CN(C)C(=O)Nc1cccc2ccccc12	nt	-11.6
C[C@@H]1CN([C@@H](C)CO)C(=O)c2cc(NC(=O)Nc3ccc4c(c3)OCO4)ccc2O[C@@H]1CN(C)S(=O)(=O)c1cccs1	0.5	5.6
COc1cccc(CNc2nn[nH]n2)c1OC	3.8	10.3
Cc1onc(-c2ccccc2)c1C(=O)Nc1cccc(S(=O)(=O)N(C)C)c1	1.4	15.6
C[C@H](CO)N1C[C@H](C)[C@H](CN(C)Cc2ccc(Cl)c(Cl)c2)Oc2ccc(NC(=O)C3CCCCC3)cc2CC1=O	-0.5	nt
C[C@H](CO)N1C[C@H](C)[C@H](CN(C)CC2CC2)Oc2ccc(NC(=O)CCN3CCOCC3)cc2CC1=O	-4.6	nt
C[C@H]1CN([C@@H](C)CO)C(=O)Cc2cc(NC(=O)Nc3ccc(C(F)(F)F)cc3)ccc2O[C@@H]1CN(C)Cc1ccc(C(=O)O)cc1	-10.4	nt
C[C@@H]1CN([C@H](C)CO)C(=O)Cc2cc(NC(=O)Nc3ccccc3)ccc2O[C@@H]1CN(C)Cc1ccc(Oc2ccccc2)cc1	-0.9	nt
C[C@@H]1CN([C@H](C)CO)C(=O)c2c(c3ccccc3n2C)-c2ccccc2CO[C@H]1CN(C)S(=O)(=O)c1ccccc1F	nt	1.7
COc1cccc(-c2cnc3c(c2)C(=O)N([C@@H](C)CO)C[C@@H](C)[C@@H](CN(C)C(=O)CC2CC2)O3)c1	nt	-1.8
C[C@H](CO)N1C[C@H](C)[C@H](CN(C)S(=O)(=O)c2cccs2)Oc2ncc(-c3ccccc3)cc2C1=O	1.7	10.0
C[C@@H]1CN([C@@H](C)CO)C(=O)CCCn2cc(nn2)CO[C@H]1CN(C)Cc1ccncc1	-6.3	3.5
O=C(Nc1ccccc1)Nc1ccc2c(c1)[C@H]1C[C@@H](CC(=O)N3CCOCC3)O[C@H](CO)[C@H]1O2	nt	14.0
Cc1ccc(C)c(NC(=O)Cn2cc([N+](=O)[O-])cn2)c1	1.9	5.3
COc1ccc(NC(=O)CCN2C(=O)c3ccccc3C2=O)cc1Cl	-1.9	28.0
COc1cccc(S(=O)(=O)N(C)C[C@H]2Oc3ncc(C#CC(C)C)cc3C(=O)N([C@@H](C)CO)C[C@H]2C)c1	nt	-18.2
Cc1noc(C)c1NC(=O)Nc1cccc2c1O[C@H](CN(C)S(=O)(=O)c1cccs1)[C@H](C)CN([C@@H](C)CO)C2=O	nt	4.3
CN(CC(=O)Nc1ccc(Cl)cc1C(F)(F)F)S(=O)(=O)c1ccc(Cl)cc1	3.6	-12.9
CCCNC(=O)N(C)C[C@@H]1Oc2cc(-c3cccnc3)ccc2S(=O)(=O)N([C@@H](C)CO)C[C@@H]1C	nt	-1.5
C[C@@H]1CN([C@@H](C)CO)C(=O)c2cccc(NC(=O)c3nc4ccccc4s3)c2O[C@@H]1CN(C)C(=O)NC1CCCCC1	nt	-2.6
SMILES	STK33 inh	p53 PUMA act
O=C(O)CCCC(=O)Nc1ccc([N+](=O)[O-])cc1	0.0	-12.4
C[C@@H]1CN([C@H](C)CO)C(=O)Cc2cc(NC(=O)Cc3ccccc3)ccc2O[C@@H]1CN(C)C(=O)Nc1ccc(C(F)(F)F)cc1	0.2	nt
Cc1ccccc1NC(=O)CSCCO	-0.9	-1.5
COc1c(-c2coc3cc4c(cc3c2=O)CC(O)C(C)(C)O4)ccc2c1C=CC(C)(C)O2 (configuration not stated)	5.4	nt
C[C@H](CO)N1C[C@H](C)[C@@H](CN(C)C(=O)Nc2ccc3c(c2)OCO3)Oc2ccc(NC(=O)C3CCCCC3)cc2C1=O	1.4	nt
COc1ccc(CCNC(=S)Nc2ccc(-c3nc4ccc(C)cc4s3)cc2)cc1OC	4.1	2.6
O=C(CSc1nc2scc(-c3ccco3)c2c(=O)n1-c1ccccc1)N1CCOCC1	-3.9	-0.9
CCCNC(=O)N(C)C[C@H]1Oc2ncc(Br)cc2C(=O)N([C@@H](C)CO)C[C@@H]1C	nt	1.8
CS(=O)(=O)N(CC(=O)Nc1c(F)cccc1F)c1ccc(Br)cc1	-1.3	-11.7
Cc1noc(C)c1S(=O)(=O)N(C)C[C@@H]1Oc2ccc(NC(=O)Nc3ccccc3)cc2C(=O)N([C@@H](C)CO)C[C@@H]1C	nt	-6.1

Entries shown so far containing two or more sulfur atoms, in the order listed:
SMILES	STK33 inh	p53 PUMA act
CCn1c(=NC(=O)c2ccc(S(=O)(=O)N3CCCC3)cc2)sc2c3ccccc3ccc21	3.3	nt
O=C(NC(=S)Nc1ccccc1-c1nc2ccccc2s1)c1ccco1	9.6	?
COc1ccc(C(=O)CSc2ncnc3sc4c(c23)CCCC4)cc1	-0.9	1.8
Cc1sc2ncnc(SCC(=O)NCC3CCCO3)c2c1-c1ccc(Cl)cc1 (configuration not stated)	-2.0	10.8
C[C@@H]1CN([C@@H](C)CO)C(=O)c2cc(NC(=O)Nc3ccc4c(c3)OCO4)ccc2O[C@@H]1CN(C)S(=O)(=O)c1cccs1	0.5	5.6
C[C@H](CO)N1C[C@H](C)[C@H](CN(C)S(=O)(=O)c2cccs2)Oc2ncc(-c3ccccc3)cc2C1=O	1.7	10.0
Cc1noc(C)c1NC(=O)Nc1cccc2c1O[C@H](CN(C)S(=O)(=O)c1cccs1)[C@H](C)CN([C@@H](C)CO)C2=O	nt	4.3
COc1ccc(CCNC(=S)Nc2ccc(-c3nc4ccc(C)cc4s3)cc2)cc1OC	4.1	2.6
O=C(CSc1nc2scc(-c3ccco3)c2c(=O)n1-c1ccccc1)N1CCOCC1	-3.9	-0.9
